Compound activity from PubChem BioAssay.
MITF inh: human MITF inhibition, primary screen. O75030. inhibition, % at 2.6 µM. AlphaScreen MITF homodimerization, bead proximity signal. 650,000 tested, 0.91% active; in the data active means inhibition above about 50%;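 further: 0% = vehicle wells with protein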
Target sequence (O75030 whole entry, looked up): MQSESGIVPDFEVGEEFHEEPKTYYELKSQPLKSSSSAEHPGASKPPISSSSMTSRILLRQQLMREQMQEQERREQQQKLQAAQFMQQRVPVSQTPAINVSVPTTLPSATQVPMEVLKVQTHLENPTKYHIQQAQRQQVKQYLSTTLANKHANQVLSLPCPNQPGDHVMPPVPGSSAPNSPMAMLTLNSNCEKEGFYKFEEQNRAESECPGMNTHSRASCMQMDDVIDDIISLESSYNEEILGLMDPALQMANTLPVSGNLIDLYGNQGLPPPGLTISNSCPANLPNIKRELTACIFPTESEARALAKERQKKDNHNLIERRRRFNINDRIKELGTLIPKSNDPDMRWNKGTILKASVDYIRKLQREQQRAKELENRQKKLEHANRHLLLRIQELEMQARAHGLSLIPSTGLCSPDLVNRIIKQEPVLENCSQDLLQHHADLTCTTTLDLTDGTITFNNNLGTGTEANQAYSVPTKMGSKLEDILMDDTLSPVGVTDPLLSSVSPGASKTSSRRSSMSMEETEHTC
FBW7 activator: activators of human E3 ligase FBW7 | normalized activity (activation), % at 26.1 µM | AlphaScreen FBW7–phospho-cyclin E peptide binding, activator screen | 650,000 tested, 0.13% active; in the data active means normalized activity above about 1.9%;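 further: purified mutant Fbw7 with reduced substrate affinity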
TEAD-YAP inh: TEAD-YAP interaction inhibition; HEK-TIYL cells, TEAD-Gal4/YAP UAS-luciferase luminescence; AID 1259422; 640,000 tested, 1.4% active; inhibition, % at 9.12 µM; in the data active means inhibition above about 32%;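 further: 0% = median of test compound wells and 100% = reference inhibitor wells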
GPR151 activ: activates the human receptor GPR151. Q8TDV0. PathHunter beta-arrestin GPR151 cells, luminescence. activation, % at 11.2 µM. 650,000 tested, 1% active; in the data active means activation above about 4.9%;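 further: 0% = median of compound wells and 100% = cells with positive control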
Target sequence (Q8TDV0 whole entry, looked up): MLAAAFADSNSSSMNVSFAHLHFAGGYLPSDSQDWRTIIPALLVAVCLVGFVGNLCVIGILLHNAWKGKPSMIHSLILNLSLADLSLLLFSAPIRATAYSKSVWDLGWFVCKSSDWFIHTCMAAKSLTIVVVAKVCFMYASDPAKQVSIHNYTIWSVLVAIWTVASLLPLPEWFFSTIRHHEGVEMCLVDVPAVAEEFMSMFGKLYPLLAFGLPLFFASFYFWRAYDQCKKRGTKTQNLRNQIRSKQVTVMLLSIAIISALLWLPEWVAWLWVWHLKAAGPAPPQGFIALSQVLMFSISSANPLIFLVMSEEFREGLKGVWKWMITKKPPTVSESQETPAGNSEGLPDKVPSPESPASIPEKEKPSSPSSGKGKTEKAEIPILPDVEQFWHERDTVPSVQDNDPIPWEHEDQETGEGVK
* = called active by the depositor; . = no result given.

SMILES	MITF inh	FBW7 activator	TEAD-YAP inh	GPR151 activ
COC(=O)C(Cc1c[nH]c2ccccc12)NC(=O)C(c1ccccc1)c1ccccc1 (centres undefined)	-5.2	0.0	-7.9	-0.8
CSc1cccc(CN2CCN(Cc3ccc(F)c(F)c3)C(CCO)C2)c1 (centres undefined)	3.4	0.0	5.5	0.7
COCCCNc1ncnc2c1c(-c1ccccc1)cn2-c1cccc(C)c1	3.1	0.0	-28.6	-1.1
Cc1cc(C)cc(N(C(=O)CC2CCCCC2)C2C=CS(=O)(=O)C2)c1 (centres undefined)	0.0	-0.1	11.8	-0.8
CCOc1ccc(C2=NC(c3ccccc3Cl)NC(c3cc(Cl)ccc3O)C2)cc1 (centres undefined)	-8.0	0.1	-3.0	0.5
O=C(O)c1ccc(-c2ccc(C(=O)O)s2)s1	-0.5	0.7	9.6	-2.8
c1cncc(-c2cc(NCCCn3ccnc3)nc(-c3ccncc3)n2)c1	32.4	-0.6	11.5	-0.8
CCc1ccc(-c2csc(-c3cc4cc(Br)ccc4oc3=O)n2)cc1	4.1	0.0	-6.3	1.3
CCc1c(C)nc(SCC(=O)Nc2ccc3c(c2)OCCO3)[nH]c1=O	11.8	-0.1	10.2	-0.3
O=C(Cc1ccsc1)N1CCC(N2CCC(C(=O)N3CCOCC3)CC2)CC1	-3.0	0.0	7.9	1.2
Cc1onc(-c2ccccc2Cl)c1C(=O)Oc1ccc(C#N)cc1	-7.8	-0.2	15.9	0.6
O=C(Oc1ccccc1C(=O)Nc1ccccc1)c1cccc([N+](=O)[O-])c1	-11.7	0.1	-19.3	0.3
N#C/C(=C\c1ccccc1)C(=O)NNC(=O)COc1cccc(Br)c1	2.1	-0.2	-1.9	-1.0
O=C1c2cccc([N+](=O)[O-])c2C(=O)N1CN1CCCc2ccccc21	2.6	-0.2	2.1	-0.7
CCOc1ccc(C(Nc2cc(C)ccn2)c2ccc3cccnc3c2O)cc1C (centres undefined)	8.4	-0.3	85.6*	0.3

Of the compounds above, these contain four or more nitrogen atoms.
SMILES	MITF inh	FBW7 activator	TEAD-YAP inh	GPR151 activ
COCCCNc1ncnc2c1c(-c1ccccc1)cn2-c1cccc(C)c1	3.1	0.0	-28.6	-1.1
c1cncc(-c2cc(NCCCn3ccnc3)nc(-c3ccncc3)n2)c1	32.4	-0.6	11.5	-0.8

Next section
SMILES	MITF inh	FBW7 activator	TEAD-YAP inh	GPR151 activ
COc1ccccc1C(=O)NCCS(=O)(=O)N1CCN(c2ncccn2)CC1	12.4	0.8	-6.4	0.9
O=C(NC(N1CCOCC1)C(Cl)(Cl)Cl)c1ccccc1 (centres undefined)	3.9	0.0	3.5	1.7
CCOC(=O)C1=C(N)N2C(=O)C(C)SC2=C(C(=O)OC)C1c1cccc(OC)c1 (centres undefined)	-7.4	0.1	13.1	-0.9
CCCCCCNC(=O)C1C2C=CC(C2)C1C(=O)O (centres undefined)	24.7	-0.1	7.0	0.8
Cc1ccc(OCC(=O)N2CCc3ccccc32)cc1	5.2	0.0	-44.6	-4.2
Cc1ccc(OCC(=O)O/N=C(\N)c2ccc(Br)cc2)cc1	18.0	0.1	2.1	-0.4
OC(C#CCC(O)c1ccccc1)c1ccccc1 (centres undefined)	-4.5	-0.1	0.6	1.3
CCCCCNC(=O)CCCn1c(=O)[nH]c2ccc(Br)cc2c1=O	2.9	0.1	8.1	1.9
O=C(Nc1ccccc1)c1ccc2nc(Nc3ccncn3)sc2c1	11.3	0.1	-43.2	-0.5
CCOc1cc(/C=N/N=C(\N)c2nonc2N)cc(Br)c1O	-1.6	0.0	-62.0	1.0
COc1cc(OC)cc(C(=O)Nc2cccc(C(F)(F)F)c2)c1	21.1	0.8	-22.5	-1.6
O=C1Nc2ccccc2N(O)N1c1ccc(Cl)cn1	11.2	-0.1	-3.0	0.6
CC1(OC(=O)c2ccc(Cl)nc2)C(=O)C=C2C=C(C3CC3)OC=C2C1=O (centres undefined)	-7.5	-0.1	.	1.1
CCOC(=O)c1[nH]c(C)c(C(=O)NCC2CCCO2)c1C (centres undefined)	1.5	-0.3	-3.8	-0.7
CCOC(=O)C1=C(N)N(c2ccc([N+](=O)[O-])cc2)C2=C(C(=O)CC(C)(C)C2)C1c1cccs1 (centres undefined)	1.0	-0.1	1.2	2.4
O=C(NCCOc1ccccc1)c1ccc2nc(N3CCCC3CO)sc2c1 (centres undefined)	-13.2	0.0	-39.6	-0.5
CC1CCc2c(sc3ncnc(N4CCC(=O)CC4)c23)C1 (centres undefined)	0.4	0.0	9.5	0.8
CCn1cc(-c2nc(-c3nonc3N)no2)c(C)n1	-0.4	-0.2	-18.8	0.2
Cc1cccc(CC(=O)Nc2cnn(-c3cccc(C(=O)Nc4cccnc4)c3)c2)c1	10.1	0.5	5.4	0.2
Cc1ccc(CN2CCN(Cc3ccccn3)CC2CCO)cc1 (centres undefined)	4.4	-0.1	8.4	0.9
CCCCOc1cc2oc(=O)cc(-c3ccccc3)c2cc1Cl	16.0	-0.1	-5.3	0.2
CCOC(=O)c1cnc2c(c(C)nn2-c2ccc(C)cc2)c1Cl	3.9	0.0	3.6	0.3
CC(CNC(=O)/C=C/c1ccccc1)c1ccccc1 (centres undefined)	20.0	0.1	-55.1	0.0
O=C(Cn1[nH]c(=O)c2ccccc2c1=O)NCC(c1ccc(F)cc1)N1CCOCC1 (centres undefined)	-11.5	0.1	-1.0	-0.3
COc1ccc(C(=O)/C=C/c2c[nH]c3ccccc23)cc1	8.8	0.5	-48.5	0.4
CCOC(=O)c1c(NC(=O)COc2ccccc2)sc2c1CCCC2	15.6	0.4	1.0	-1.8
CCOC(=O)C1(C)C=C(Nc2cccc(C(=O)O)c2)C(=O)N1c1ccccc1 (centres undefined)	8.8	0.0	-17.9	0.5
COCCNC(=O)/C(=C\c1ccco1)NC(=O)c1ccc(C)cc1	3.8	0.0	-3.2	0.1
N#Cc1ccc(OCC(=O)c2ccc(Br)cc2)cc1	-7.6	0.1	-5.8	-0.5
Cc1nc2nc[nH]n2c(=O)c1CCC(=O)NC1CCCCC1	19.4	0.8	-6.1	-1.4
C/C(=N\OCc1nc2c3c4c(sc3ncn2n1)C(C)(C)NC(C)(C)C4)c1ccccc1	9.1	-0.1	-4.9	0.5
O=[N+]([O-])c1cccc(Nc2nc(-c3ccc(O)cc3)cs2)c1	19.2	-0.3	-8.4	-0.2
COc1ccc(CCNS(=O)(=O)c2ccc(OC)c(Cl)c2Cl)cc1OC	15.2	0.6	3.0	1.2
O=C(c1ccccc1[N+](=O)[O-])N(Cc1cccnc1)c1nc2ccc(F)cc2s1	-7.1	-0.4	-4.2	-1.5
COC(=O)[C@H](COC(C)(C)C)NC(=O)OC1C(=O)c2ccc(OC)cc2O[C@H]1c1ccc2c(c1)OCO2 (some centres undefined)	-3.0	0.1	.	2.0
COc1ccc(CNc2ccc3c(c2)ncn3C)cc1	2.6	-0.1	-63.5	-0.8
CCOc1ccccc1NC(=O)CN1CCN(S(=O)(=O)c2cccc([N+](=O)[O-])c2)CC1	-6.1	-0.1	9.1	-0.6
CCOC(=O)C(C)Oc1ccc(C#N)cc1OCC (centres undefined)	7.0	-0.4	6.1	0.3
COc1ccc(N2C(N)=C(C#N)C(c3ccsc3)C3=C2CCCC3=O)cc1 (centres undefined)	10.1	0.4	45.2*	0.8
CCC1CCCCN1Cc1c(O)ccc2c(=O)c(-c3ccccc3OC)c(C(F)(F)F)oc12 (centres undefined)	8.8	0.0	16.9	0.3
CC(C)N(Cc1nccn1C)C(=O)CCc1nnc(CCCc2ccccc2)o1	0.7	0.0	-57.3	-1.5
COc1ccc(C(=O)N2CCCC(N(C)CCc3ccccc3)C2)c(OC)n1 (centres undefined)	12.1	-0.1	-4.7	1.1
Cc1ccccc1NC(=S)N(CCCN1CCCC(C)C1)Cc1cccs1 (centres undefined)	-4.0	0.0	-2.3	-1.4
O=C(c1ccccc1)c1ccc2nc(Cl)[nH]c2c1	-8.3	-0.1	1.6	-1.2
Cc1ccc(C(=O)CC(c2cccs2)S(=O)(=O)c2ccccc2)cc1 (centres undefined)	-15.1	0.7	-5.6	-0.7
CC(=O)c1ccc(S(=O)(=O)Nc2cccc(-c3ccc4nncn4n3)c2)cc1	3.5	0.0	-6.9	1.3
c1ccc2c(Nc3nc(NC4CC4)c4[nH]cnc4n3)nccc2c1	5.2	-0.2	7.1	0.0
NC(=O)c1ccc(NC(=O)COC(=O)COc2ccc(Cl)cc2)cc1	3.6	0.1	-1.1	0.5
COc1cccc(C(=O)NCc2nnc(SCC(=O)N3N=C(c4cccs4)CC3c3cccc(OC)c3OC)n2-c2ccccc2)c1 (centres undefined)	13.0	0.3	8.0	-0.8
CC(=NCCN1CCOCC1)C1=C(O)c2ccccc2C1=O	-19.3	-0.3	-13.5	0.3
Clc1ccccc1CN1C2=NCCN2c2ccccc21	-7.5	-0.1	4.2	0.2
CCc1ccc(/C=C(/C#N)C(=O)OC(C)C)s1	-0.8	0.0	-38.1	0.7
C=CCc1c(C)c(C#N)c2nc3ccccc3n2c1NCc1ccccn1	-20.7	-0.1	-8.1	1.1
O=C(O)Cc1csc(Nc2cccc(Cl)c2)n1	9.3	0.3	-8.2	0.7
O=C(CNS(=O)(=O)c1ccccc1)NCC(=O)OCC(=O)c1ccc(Cl)cc1Cl	19.5	0.3	14.3	1.2
c1ccc2sc(NCCN3CCOCC3)nc2c1	0.3	-0.1	-45.6	-0.1
CCOc1cccc(C(=O)Nc2ccc(-c3nc4ccc(C(=O)c5ccccc5)cc4[nH]3)cc2)c1	-0.2	0.2	-17.6	-0.9
N#CCCCSc1nnnn1-c1cccc(Cl)c1	6.4	0.1	8.4	-0.8
Cc1ccc(CN2CCN(Cc3c[nH]c4ccccc34)CC2CCO)o1 (centres undefined)	12.1	0.2	13.4	0.0
CSc1ccccc1C(=O)Nc1ccc2c(c1)OC1(CCCCC1)O2	10.0	0.0	-38.8	2.8

Additional compounds
SMILES	MITF inh	FBW7 activator	TEAD-YAP inh	GPR151 activ
CCNC(=O)c1sc(=S)n(CC)c1N	20.7	0.6	3.5	0.4
CC(C)(C)C1CCC(OC(=O)Nc2ccccc2)CC1 (centres undefined)	-11.2	-0.1	-8.7	0.9
Cc1nc2nc(NCc3cccs3)[nH]n2c(=O)c1Cc1ccccc1	12.3	0.0	3.0	-0.5
CCOC(=O)C1CCN(S(=O)(=O)Cc2ccc(Cl)cc2)CC1	11.5	-0.1	8.4	0.9
Cc1nc2nc(SCc3ccccc3Cl)nn2c(C)c1Cc1ccccc1F	4.2	-0.1	-48.6	0.0
CCOc1ccc2nc(NCCNC(=S)NCCOC)c(C#N)cc2c1	14.7	0.2	3.5	1.2
COc1ccccc1NC(=O)c1c(NC(=O)c2cccc(F)c2)sc(-c2ccccc2)c1C	-8.7	0.0	-1.5	1.3
CCC1C(=O)N=C(SCC(=O)Nc2nc3ccccc3s2)NC1=O (centres undefined)	-4.6	-0.1	-5.2	1.4
CCCc1cc(C(=O)Nc2nnc(C)s2)cs1	2.8	-0.2	-59.3	-0.3
O=C(CSc1nnc(COc2ccccc2)n1-c1ccccc1)c1cccc([N+](=O)[O-])c1	11.9	0.1	-9.5	2.8
CCC(=O)NCC1Cc2cc(C)cc(-c3ccccn3)c2O1 (centres undefined)	-16.0	0.0	-7.2	-1.6
Cc1cc(=O)[nH]c(NNC(=S)NCCc2ccccc2)n1	2.2	-0.2	4.5	0.2
O=C(NC1CCCCC1)C(c1ccncc1)N(C(=O)C(F)(F)F)C1CC1 (centres undefined)	11.0	-0.1	-3.8	0.7
CSCc1c(C(=O)OCC(=O)NC2CCCCC2)oc2ccccc12	-4.2	-0.1	-2.0	0.7
Cc1ccccc1N(CC(=O)NC1CCCC1)C(=O)CCCC(=O)Nc1ccccn1	0.6	-0.1	5.8	0.1

Entries listed so far that contain a COOH group:
SMILES	MITF inh	FBW7 activator	TEAD-YAP inh	GPR151 activ
O=C(O)c1ccc(-c2ccc(C(=O)O)s2)s1	-0.5	0.7	9.6	-2.8
CCCCCCNC(=O)C1C2C=CC(C2)C1C(=O)O (centres undefined)	24.7	-0.1	7.0	0.8
CCOC(=O)C1(C)C=C(Nc2cccc(C(=O)O)c2)C(=O)N1c1ccccc1 (centres undefined)	8.8	0.0	-17.9	0.5
O=C(O)Cc1csc(Nc2cccc(Cl)c2)n1	9.3	0.3	-8.2	0.7

The results go on.
SMILES	MITF inh	FBW7 activator	TEAD-YAP inh	GPR151 activ
O=C(NCCCN1CCN(c2ccccc2F)CC1)C1CCC(=O)N1C1CCCC1 (centres undefined)	7.7	0.3	1.6	-1.3
COc1cc2c(cc1OC)C(COc1ccc([N+](=O)[O-])cc1)N(C(=O)Nc1cccc(Cl)c1)CC2 (centres undefined)	10.2	0.0	-1.7	2.6
O=C(NCc1cccs1)c1cnc(N2CCCC2)nc1	-6.9	0.0	-8.7	0.8
Cc1ccccc1CN1C[C@@H]2C[C@@H](c3cnc(N(C)C)s3)N3CCC[C@@]23C1=O	-3.1	-0.2	-7.5	3.8
COc1ccc(NC(=O)CCC(=O)N/N=C/c2ccc(OCc3ccccc3)cc2)cc1	4.0	-0.1	-0.2	1.9
O=C1C2C(C(=O)N1/N=C/c1cccs1)C1C=CC2C12CC2 (centres undefined)	4.2	0.0	0.1	0.0
OCCN(C=NC1=NN(c2ccccc2)CC1)CCO	-0.9	0.1	-10.5	-0.6
CCOC(=O)C1=C(C)NC(=O)C1CC(=O)O (centres undefined)	21.3	1.0	5.5	-0.9
CN(C)c1cccc(Nc2cc(C(=O)NCc3nc4ccccc4[nH]3)ccn2)c1	17.3	0.0	-2.6	0.8
CCOCCOC(=O)c1ccc(NC(=O)c2ccc(C(C)(C)C)cc2)cc1	2.6	0.3	68.6*	0.2
COC(=O)c1ccc2c(=O)n(CC3CCCO3)c(SCC(=O)Nc3ccc(C)c(Cl)c3)nc2c1 (centres undefined)	-4.2	3.5*	-7.0	0.4
